Source: PubChem (Broad Institute)
STK33 kin inh – human STK33 kinase inhibition; Q9BYT3; 27,000 compounds, 0.44% hits; AID 2322; ADP-Glo luminescence, MBP substrate; inhibition, % at 12.5 µM; in the data active = inhibition above about 20%
Target sequence (Q9BYT3 whole entry, looked up): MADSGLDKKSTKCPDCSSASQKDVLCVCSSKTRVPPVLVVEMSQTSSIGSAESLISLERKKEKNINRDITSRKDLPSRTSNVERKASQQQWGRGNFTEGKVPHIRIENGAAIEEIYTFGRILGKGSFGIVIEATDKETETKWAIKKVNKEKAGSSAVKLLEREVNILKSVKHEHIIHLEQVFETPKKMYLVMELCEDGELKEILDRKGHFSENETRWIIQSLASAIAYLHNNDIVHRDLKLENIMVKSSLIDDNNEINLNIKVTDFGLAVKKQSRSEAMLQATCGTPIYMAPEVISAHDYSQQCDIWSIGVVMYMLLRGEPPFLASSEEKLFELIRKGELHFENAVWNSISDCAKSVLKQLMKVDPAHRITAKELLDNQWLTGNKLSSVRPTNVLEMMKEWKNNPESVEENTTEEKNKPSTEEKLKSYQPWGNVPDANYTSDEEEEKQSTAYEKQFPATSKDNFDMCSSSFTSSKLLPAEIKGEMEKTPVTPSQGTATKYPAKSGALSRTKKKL
p53 PUMA act – mutant p53 pathway reactivation; SW480 PUMA-promoter luciferase; activation, % at 9.98 µM; 28,000 compounds, 1.5% hits; AID 624151; in the data active = activation above about 52%
Numbers without * were called inactive; · = not tested or not shown; & = joins results of further samples. Only part of the results is shown, so the mix of outcomes need not match the whole.

SMILES	STK33 kin inh	p53 PUMA act
Cc1noc(C)c1NC(=O)N(C)C[C@@H]1Oc2ccc(NS(=O)(=O)c3ccc(F)cc3)cc2CC(=O)N([C@H](C)CO)C[C@@H]1C	1	·
C[C@H](CO)N1C[C@H](C)[C@@H](CN(C)C)Oc2ccc(NS(=O)(=O)c3ccc(Cl)cc3)cc2C1=O	·	13
COc1ccc(-c2cc3ccccc3oc2=O)cc1NC(=O)COc1ccc(Br)cc1	-2	33
CCn1c(SCC(=O)c2ccc(OC)cc2)nnc1-c1cccs1	-1	-5
CNC[C@@H]1OCCCC[C@@H](C)Oc2ccc(NC(=O)Nc3ccc4c(c3)OCO4)cc2C(=O)N([C@H](C)CO)C[C@@H]1C	0	·
C[C@H](CO)N1C[C@H](C)[C@H](CN(C)S(=O)(=O)c2ccc(F)cc2)Oc2ncc(C#Cc3ccc(F)cc3)cc2C1=O	4	·
C[C@@H]1CN([C@@H](C)CO)C(=O)c2cc(NC(=O)C3CC3)ccc2O[C@H]1CN(C)C(=O)Nc1ccc(C(F)(F)F)cc1	-1	-5
C[C@H](CO)N1C[C@H](C)[C@H](CN(C)C(=O)Nc2ccc3c(c2)OCO3)Oc2ccc(NS(=O)(=O)c3cn(C)cn3)cc2CC1=O	1	·
CCc1nc2sc3c(c2c2nnc(SCC(=O)Nc4ccccc4)n12)CCC3	1	6
CCN(CC)CCOC(=O)c1cc(Cl)c(N)cc1OC	-1	·
C[C@H](CO)N1C[C@H](C)[C@H](CN(C)Cc2ccc(C(=O)O)cc2)Oc2ccc(NS(=O)(=O)c3cn(C)cn3)cc2C1=O	3	·
CCOC(=O)c1c(NC(=O)CSc2ncn[nH]2)sc(C)c1C	-1	-2

Profiles, quoted from the list:
CNC[C@@H]1OCCCC[C@@H](C)Oc2ccc(NC(=O)Nc3ccc4c(c3)OCO4)cc2C(=O)N([C@H](C)CO)C[C@@H]1C as listed: STK33 kin inh = 0; p53 PUMA act = ·
C[C@H](CO)N1C[C@H](C)[C@H](CN(C)Cc2ccc(C(=O)O)cc2)Oc2ccc(NS(=O)(=O)c3cn(C)cn3)cc2C1=O as listed: STK33 kin inh = 3; p53 PUMA act = ·
CCn1c(SCC(=O)c2ccc(OC)cc2)nnc1-c1cccs1 as listed: STK33 kin inh = -1; p53 PUMA act = -5

The list goes on:
SMILES	STK33 kin inh	p53 PUMA act
C[C@H]1CN([C@@H](C)CO)C(=O)c2cc(NS(=O)(=O)c3ccc(F)cc3)ccc2O[C@@H]1CN(C)C(=O)Nc1ccc(C(F)(F)F)cc1	1	·
C[C@H](CO)N1C[C@H](C)[C@H](CN(C)C(=O)c2ccncc2)OCCCC[C@H](C)Oc2ccc(NS(C)(=O)=O)cc2C1=O	·	5
CNC[C@H]1OCCCC[C@@H](C)Oc2ccc(NC(=O)Nc3ccccc3)cc2C(=O)N([C@@H](C)CO)C[C@@H]1C	·	2
Cc1cc(C)c(S(=O)(=O)NC(CC(=O)O)c2ccccc2)cc1C (configuration not stated)	0	-7
CC(C)NC(=O)Nc1ccc2c(c1)CC(=O)N([C@@H](C)CO)C[C@H](C)[C@@H](CN(C)Cc1ccc(C(F)(F)F)cc1)O2	-2	·
Cc1noc(C)c1S(=O)(=O)Nc1ccc2c(c1)C(=O)N([C@H](C)CO)C[C@H](C)[C@@H](CN(C)Cc1ccc(C(F)(F)F)cc1)OCCCC[C@@H](C)O2	-1	·
COc1cc(C)c(C)cc1S(=O)(=O)N1CCCCC1c1cccnc1 (configuration not stated)	1	0
Cc1ccc(S(=O)(=O)Nc2ccc3c(c2)CC(=O)N([C@@H](C)CO)C[C@@H](C)[C@@H](CN(C)C(=O)Nc2ccccc2)O3)cc1	2	·
O=C(CC1C(=O)NCCN1C(=O)Nc1ccccc1)Nc1cccc(C(F)(F)F)c1 (configuration not stated)	-3	2
O=C(NCc1ccccn1)C(=O)Nc1cccc(Cl)c1Cl	-4	64*
C[C@H](CO)N1C[C@H](C)[C@H](CN(C)C(=O)Nc2ccc3c(c2)OCO3)Oc2ccc(NC(=O)Cc3cn(C)c4ccccc34)cc2C1=O	0	·
C/C=C/c1cnc2c(c1)C(=O)N([C@H](C)CO)C[C@@H](C)[C@@H](CN(C)C(=O)c1cccnc1)O2	·	11
C[C@H]1CN([C@@H](C)CO)C(=O)c2cc(NC(=O)Cn3cnnn3)ccc2O[C@@H]1CN(C)S(=O)(=O)c1cn(C)cn1	-2	·
O[C@H]1C=C2CCN3Cc4cc5c(cc4C(C23)[C@@H]1O)OCO5 (some centres not stated)	2	·
COc1ccccc1-n1c(SCC(=O)c2ccc(Cl)cc2)nc2ccccc2c1=O	1	-7
COC(=O)COc1cccc(NC(=O)c2cc(OC)cc(OC)c2)c1	-3	1
Cc1ccc(Cl)cc1NC(=O)CSc1cc(C)c2cccc(C)c2n1	-1	1
COC(=O)c1cc(NC(=O)CSC2=NCCS2)cc(C(=O)OC)c1	0	2
CC(Sc1ncnc2sc3c(c12)CCCC3)C(=O)Nc1cc(C(F)(F)F)ccc1Cl (configuration not stated)	-3	-1
COc1cc2c(cc1OC)CN(C(=O)[C@@H]1[C@H]3C(=O)O[C@H](c4ccccc4)[C@H](c4ccccc4)N3[C@H](c3ccccc3OCCO)[C@@]13C(=O)Nc1ccc(C#CCCO)cc13)CC2	18	·
NC(=O)C1(N2CCCCC2)CCN(CC(=O)Nc2ccc(Cl)cc2)CC1	4	2
C[C@@H]1CN([C@H](C)CO)C(=O)c2cc(NS(=O)(=O)c3cccs3)ccc2O[C@H]1CN(C)Cc1ccc(-c2ccccc2)cc1	·	15
CC(=O)OCC(Cc1ccccc1)NC(=O)C(Cc1ccccc1)NC(=O)c1ccccc1 (configuration not stated)	-2	13
COC(=O)c1cccc(NC(=O)COc2cc(C)ccc2C)c1	2	19
C=CC1c2cc(O)c(OC)cc2CCN1Cc1cc2c(cc1Br)OCO2 (configuration not stated)	-1	·
COc1ccc(N(CC(=O)Nc2ccc(C)cc2C)S(C)(=O)=O)cc1	1	-1
C[C@H](CO)N1C[C@H](C)[C@@H](CN(C)CC2CC2)Oc2ccc(NC(=O)Nc3ccc4c(c3)OCO4)cc2CC1=O	·	-7
CCCC#Cc1ccc2c(c1)O[C@H](CN(C)C(=O)c1cccnc1)[C@H](C)CN([C@@H](C)CO)S2(=O)=O	·	7
Cc1noc(C)c1NC(=O)Nc1ccc2c(c1)CC(=O)N([C@@H](C)CO)C[C@H](C)[C@H](CN(C)S(=O)(=O)c1ccc(Cl)cc1)O2	1	·
C[C@H]1CN([C@@H](C)CO)C(=O)c2cc(NC(=O)Nc3ccccc3)ccc2O[C@H]1CN(C)Cc1ccc2c(c1)OCO2	-1	·
COC(=O)c1cc(NC(=O)CN(c2ccc(F)c(Cl)c2)S(C)(=O)=O)ccc1Cl	-1	-9
COc1ccc(S(=O)(=O)N(C)C[C@H]2Oc3ccc(NC(=O)NC(C)C)cc3C(=O)N([C@H](C)CO)C[C@@H]2C)cc1	·	9
COc1ccc(CN(C)C[C@@H]2Oc3c(NS(=O)(=O)c4cn(C)cn4)cccc3C(=O)N([C@H](C)CO)C[C@@H]2C)cc1	·	10
C[C@@H]1CN([C@H](C)CO)C(=O)Cc2cc(NS(=O)(=O)c3cn(C)cn3)ccc2O[C@@H]1CN(C)CC1CCCCC1	-2	·
O=C(CSc1nc2ccccc2c(=O)n1-c1ccc(Cl)cc1)Nc1cccc(Cl)c1	-2	2
COCC#Cc1cnc2c(c1)C(=O)N([C@@H](C)CO)C[C@@H](C)[C@H](CN(C)C(=O)c1cnccn1)O2	·	3
Cc1ccc(-c2ccc(CCC(=O)O)n2CC2CCCO2)cc1 (configuration not stated)	1	-2
C[C@H](CO)N1C[C@H](C)[C@@H](CN(C)C(=O)Nc2ccc(F)cc2)Oc2ccc(N(C)C)cc2C1=O	·	8
C[C@H]1CN([C@@H](C)CO)C(=O)Cc2cc(NC(=O)c3ccncc3)ccc2O[C@H]1CN(C)Cc1ccccc1	-1	·
CNC[C@H]1OCCCC[C@@H](C)Oc2ccc(NC(=O)C3CCCCC3)cc2C(=O)N([C@@H](C)CO)C[C@@H]1C	·	-5
Cc1cc(C)c(S(=O)(=O)N(CC(=O)Nc2ccc(C(N)=O)cc2)C2CCCCC2)c(C)c1	-1	4
C[C@H]1CN([C@@H](C)CO)C(=O)CCCn2cc(nn2)CO[C@@H]1CN(C)C(=O)Nc1ccc(N2CCCCC2)cc1	0	7
Cc1ccc(S(=O)(=O)Nc2ccc3c(c2)C(=O)N([C@H](C)CO)C[C@H](C)[C@H](CN(C)C(=O)Nc2ccccc2)OCCCC[C@@H](C)O3)cc1	4	·
O=C(Oc1ccccc1)c1cccc(COC(=O)c2cnccn2)c1	0	13
CNC[C@H]1Oc2ccc(NC(=O)Nc3ccc(OC)cc3)cc2C(=O)N([C@@H](C)CO)C[C@H]1C	·	3
NC(=O)CCCCC1CCSS1 (configuration not stated)	-1	·
C[C@H]1CN([C@@H](C)CO)C(=O)Cc2cc(NC(=O)c3ccncc3)ccc2O[C@@H]1CN(C)C(=O)Nc1ccc2c(c1)OCO2	2	·
C[C@H]1CN([C@@H](C)CO)C(=O)c2cc(NC(=O)Cc3cn(C)c4ccccc34)ccc2O[C@H]1CN(C)S(=O)(=O)c1cn(C)cn1	-1	·
O=C(COc1ccccc1[N+](=O)[O-])Nc1ccccc1N1CCOCC1	-1	-10
CCCN(C)C[C@H]1OCCCC[C@H](C)Oc2ccc(NC(=O)CCC(F)(F)F)cc2C(=O)N([C@@H](C)CO)C[C@H]1C	·	-6
COc1ccc(NC(=O)N(C)C[C@@H]2Oc3ccc(NC(=O)C4CCCCC4)cc3C(=O)N([C@H](C)CO)C[C@@H]2C)cc1	2	·
O=C(Cn1c(NCCCO)nc2ccccc21)c1ccc(Cl)c(Cl)c1	-3	-20
C[C@H](CO)N1C[C@H](C)[C@H](CN(C)S(=O)(=O)c2ccc(Cl)cc2)Oc2ccc(N(C)C)cc2CC1=O	1	·
Cc1cc(C)nc(NS(=O)(=O)c2ccc(N)cc2)n1	-1&0	·
C[C@H](CO)N1C[C@H](C)[C@H](CN(C)Cc2ccc(C(F)(F)F)cc2)Oc2ccc(NS(=O)(=O)c3ccc(Cl)cc3)cc2C1=O	1	·
Cc1noc(C)c1S(=O)(=O)Nc1ccc2c(c1)C(=O)N([C@@H](C)CO)C[C@H](C)[C@H](CN(C)Cc1ccc3c(c1)OCO3)O2	-3	·
CC(=O)CSc1nnc(-c2cccnc2)o1	7	11
C[C@H](CO)N1C[C@H](C)[C@@H](CN(C)C(=O)Nc2ccc(F)cc2)Oc2c(NC(=O)c3ccc(-c4nccs4)cc3)cccc2C1=O	·	3
O=C(CCN1C(=O)c2ccccc2C1=O)Nc1ccc([N+](=O)[O-])cc1	2	8
O=c1oc2ccccc2c2c1ncn2CCN1CCCC1	·	12

The listing continues:
SMILES	STK33 kin inh	p53 PUMA act
C[C@@H]1CN([C@H](C)CO)C(=O)c2cccc(NC(=O)C3CCCCC3)c2O[C@H]1CN(C)S(=O)(=O)c1cccs1	·	2
Cc1noc(C)c1NC(=O)N(C)C[C@@H]1Oc2ccc(NC(=O)C3CC3)cc2C(=O)N([C@H](C)CO)C[C@@H]1C	·	-5
Cc1noc(C)c1S(=O)(=O)N(C)C[C@@H]1OCc2cn(nn2)CCCC(=O)N([C@H](C)CO)C[C@H]1C	1	·
COC(=O)c1cccc(NC(=O)COc2cccc([N+](=O)[O-])c2)c1	0	19
C[C@H]1CN([C@@H](C)CO)S(=O)(=O)c2ccc(Br)cc2O[C@H]1CN(C)Cc1ccncc1	·	11
NC(=O)CSc1nc(N)c(-c2ccccc2)c(=O)[nH]1	-1	-6
C[C@@H]1CN([C@@H](C)CO)C(=O)Cc2cc(NS(=O)(=O)c3cn(C)cn3)ccc2O[C@@H]1CN(C)C(=O)Nc1ccc(F)cc1	0	6
CNC[C@@H]1Oc2ccc(NS(=O)(=O)c3ccccc3)cc2CC(=O)N([C@H](C)CO)C[C@H]1C	-1	-1
CC(C)N(C(=O)CSc1nc2ccc(Cl)cc2[nH]1)c1ccccc1	0	6
C[C@H]1CN([C@@H](C)CO)C(=O)Cc2cc(NC(=O)Nc3ccc(F)cc3)ccc2O[C@H]1CN(C)Cc1ccccc1	0	·
O=C(O)COc1cccc(-c2ocnc2-c2nc(-c3ccccc3)c(-c3ccccc3)o2)c1	·	11
C[C@@H]1CCCCO[C@@H](CN(C)Cc2ccc(C(=O)O)cc2)[C@@H](C)CN([C@H](C)CO)C(=O)c2cc(NS(=O)(=O)c3ccc(Cl)cc3)ccc2O1	0	·

A stretch from the list above, for reference:
SMILES	STK33 kin inh	p53 PUMA act
C[C@@H]1CN([C@H](C)CO)C(=O)c2cccc(NC(=O)C3CCCCC3)c2O[C@H]1CN(C)S(=O)(=O)c1cccs1	·	2
Cc1noc(C)c1NC(=O)N(C)C[C@@H]1Oc2ccc(NC(=O)C3CC3)cc2C(=O)N([C@H](C)CO)C[C@@H]1C	·	-5
Cc1noc(C)c1S(=O)(=O)N(C)C[C@@H]1OCc2cn(nn2)CCCC(=O)N([C@H](C)CO)C[C@H]1C	1	·
COC(=O)c1cccc(NC(=O)COc2cccc([N+](=O)[O-])c2)c1	0	19

Following part.
SMILES	STK33 kin inh	p53 PUMA act
O=[N+]([O-])c1cccc(S(=O)(=O)NCCOc2cccc3cccnc23)c1	0	11
C[C@@H]1CN([C@@H](C)CO)C(=O)c2cc(NC(=O)Nc3ccc(C(F)(F)F)cc3)ccc2O[C@@H]1CN(C)Cc1ccccc1	5	·
COc1cccc(C(=O)NCCN=C2NS(=O)(=O)c3ccccc32)c1	-2	12
CC(C)C#Cc1ccc2c(c1)O[C@@H](CN(C)C(=O)NC(C)C)[C@H](C)CN([C@H](C)CO)S2(=O)=O	·	9
CCOC(=O)c1c(NC(=O)CSc2ncn[nH]2)sc2c1CCCC2	-3	-1
COc1ccc(-c2cc(C)nc(SCC(=O)Nc3ccccc3F)n2)cc1	1	10
Cc1noc(C)c1S(=O)(=O)Nc1cccc2c1O[C@@H](CN(C)CC1CC1)[C@@H](C)CN([C@@H](C)CO)C2=O	·	-2
C[C@@H]1CCCCO[C@H](CN(C)C(=O)Nc2ccccc2)[C@@H](C)CN([C@H](C)CO)C(=O)c2cc(NS(=O)(=O)c3cccs3)ccc2O1	1	·
